# Screens (PubChem BioAssay)
# ROS inducer = raises reactive oxygen species in U2OS cancer cells | U2OS ROS induction, H2DCF-DA fluorescence | ROS induction (% of piperlongumine), % at 10 µM | 46,000 compounds, 2% hits; in the data active = ROS induction above about 79%, passing the limit was not always enough; inconclusive = no clear call, values can overlap the other calls;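 note: 0% = DMSO vehicle median and 100% = reference compound median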
# * = called active by the depositor; ? = inconclusive.
# Preview:
SMILES,ROS inducer
CCOC(=O)c1cccc(NC(=O)Cn2ncc3c(C)n(Cc4ccc(F)cc4)c(C)c3c2=O)c1,2.0
C[C@H](CO)N1C[C@H](C)[C@H](CN(C)C(=O)Nc2ccccc2)Oc2ccc(N(C)C)cc2CC1=O,10.5
C[C@H]1CN([C@@H](C)CO)C(=O)c2cc(NC(=O)Nc3ccc(F)cc3)ccc2O[C@@H]1CN(C)CC1CC1,4.5

# This part in full, from the start:
SMILES,ROS inducer
CCOC(=O)c1cccc(NC(=O)Cn2ncc3c(C)n(Cc4ccc(F)cc4)c(C)c3c2=O)c1,2.0
C[C@H](CO)N1C[C@H](C)[C@H](CN(C)C(=O)Nc2ccccc2)Oc2ccc(N(C)C)cc2CC1=O,10.5
C[C@H]1CN([C@@H](C)CO)C(=O)c2cc(NC(=O)Nc3ccc(F)cc3)ccc2O[C@@H]1CN(C)CC1CC1,4.5
COc1cc([C@@H]2c3cc4c(cc3C(O[C@@H]3O[C@@H]5CO[C@@H](c6cccs6)OC5[C@H](O)[C@H]3O)C3COC(=O)[C@@H]32)OCO4)cc(OC)c1O (stereo partly specified),23.2
NC(=S)c1cnn2c(C(F)(F)F)cc(C(F)(F)F)nc12,-9.7
COc1ccc(S(=O)(=O)N(C)CC(=O)Nc2ccc(Br)cc2F)cc1Cl,-22.7
CCc1ccc(/C=C2\Sc3ccccc3N(CC(=O)O)C2=O)cc1,15.3
S=c1[nH]nc(Cc2ccsc2)n1Cc1ccccc1,8.1
CCc1ccc(OCC(=O)Nc2ccccc2-c2nc3ccccc3s2)cc1,?
c1ccc(Nc2ccc(-n3ccnc3)nn2)cc1,-0.5
COc1ccc(NC(=O)CSc2ncccn2)cc1Cl,-4.4
C[C@H]1CN([C@@H](C)CO)C(=O)Cc2cc(NC(=O)Cn3cnnn3)ccc2O[C@H]1CN(C)C(=O)Nc1ccc2c(c1)OCO2,8.1
C[C@@H]1CN([C@H](C)CO)C(=O)Cc2cc(NC(=O)NC3CCCCC3)ccc2O[C@H]1CN(C)Cc1ccc(Cl)c(Cl)c1,67.7
COc1ccc(S(=O)(=O)N(C)C[C@H]2Oc3ccc(NC(=O)NC4CCCCC4)cc3C(=O)N([C@H](C)CO)C[C@H]2C)cc1,7.8
Cc1noc(C)c1S(=O)(=O)N(C)C[C@@H]1OCc2cn(nn2)CCCC(=O)N([C@@H](C)CO)C[C@H]1C,-25.1
NS(=O)(=O)c1cc2c(cc1Cl)NC(C(Cl)Cl)NS2(=O)=O (stereo unspecified),0.0
COc1ccc(S(=O)(=O)N(C)C[C@@H]2Oc3ccc(NC(=O)Nc4ccc(F)cc4)cc3C(=O)N([C@@H](C)CO)C[C@H]2C)cc1,16.0
Cc1noc(C)c1S(=O)(=O)Nc1ccc2c(c1)CC(=O)N([C@H](C)CO)C[C@@H](C)[C@H](CN(C)S(=O)(=O)c1ccc(Cl)cc1)O2,16.2
CC(C)OC(=O)N(C)C[C@@H]1OCc2cn(nn2)CCCC(=O)N([C@@H](C)CO)C[C@@H]1C,-1.6
S=C(Nc1ccccc1)N1CCCN1c1ccccc1,-5.5
CC(C)NC(=O)N(C)C[C@@H]1Oc2ccc(NS(=O)(=O)c3ccc(F)cc3)cc2CC(=O)N([C@@H](C)CO)C[C@@H]1C,-0.5
Cc1c(CNC(=O)c2cnn3c2NC(c2ccc(Br)cc2)CC3C(F)(F)F)cnn1C (stereo unspecified),7.3
C[C@H](CO)N1C[C@H](C)[C@H](CN(C)Cc2ccc(C(F)(F)F)cc2)Oc2c(NC(=O)Nc3ccc(C(F)(F)F)cc3)cccc2C1=O,8.1
C[C@@H]1CN([C@@H](C)CO)C(=O)c2cc(NC(=O)Cc3ccccc3)ccc2O[C@H]1CN(C)Cc1ccc(Oc2ccccc2)cc1,57.1
Cc1ccc(C)c(-n2nnnc2SCC(=O)Nc2ccccc2[N+](=O)[O-])c1,-1.3

# Other results follow.
SMILES,ROS inducer
C[C@@H]1CN([C@@H](C)CO)C(=O)c2cccc(NC(=O)C3CC3)c2O[C@@H]1CN(C)Cc1ccc(Oc2ccccc2)cc1,10.7
Cc1noc(C)c1NC(=O)N(C)C[C@H]1Oc2c(NC(=O)c3ccc(-c4nccs4)cc3)cccc2C(=O)N([C@@H](C)CO)C[C@@H]1C,-10.4
COC(=O)[C@H]1N=C(c2ccc(OCCCO)cc2)O[C@H]1c1ccccc1N=[N+]=[N-],8.8
O=[N+]([O-])c1ccc(NCCNCc2cccnc2)cc1,-0.8
COc1ccc(S(=O)(=O)N(C)C[C@H]2Oc3ccc(NS(=O)(=O)c4cn(C)cn4)cc3CC(=O)N([C@@H](C)CO)C[C@H]2C)cc1,25.4
CC(C)(C)c1ccc(-c2cc3ccccn3c2)cc1,7.4
Cc1noc(C)c1S(=O)(=O)Nc1ccc2c(c1)C(=O)N([C@H](C)CO)C[C@H](C)[C@H](CN(C)Cc1ccc(C(=O)Nc3ccccc3N)cc1)O2,39.8
CCCS(=O)(=O)N1CCN(C2CCN(C(=O)OCC)CC2)CC1,61.0
CC(=O)N1N=C(c2c(-c3ccccc3)c3cc(Cl)ccc3[nH]c2=O)CC1c1ccco1 (stereo unspecified),109.0*
Cc1cc(Cl)ccc1NC(=O)CSc1nnc(-c2ccc(Br)cc2)n1C,-9.8
Cc1ccc(-n2ncc3c(=O)n(CC(=O)NCc4ccccc4Cl)cnc32)cc1C,0.1
C[C@H]1CN([C@@H](C)CO)C(=O)Cc2cc(NS(=O)(=O)c3ccc(Cl)cc3)ccc2O[C@@H]1CN(C)Cc1ccc(C(=O)O)cc1,-10.4
Cc1noc(C)c1S(=O)(=O)Nc1ccc2c(c1)CC(=O)N([C@H](C)CO)C[C@@H](C)[C@@H](CN(C)Cc1ccc3c(c1)OCO3)O2,-14.5
Cc1ncc(CO)c(/C=N/O)c1O,-22.6
NC(=O)C1CCCN(C(=O)NC2CCCCC2)C1 (stereo unspecified),-8.1
CCCN(CCC)S(=O)(=O)c1ccc(F)c(C(=O)Nc2cc(C)ccc2OC)c1,7.1
CCOC(=O)C1CCN(c2cc(C(F)(F)F)nc3ccc(C)cc23)CC1,69.7
Cc1cc(C)c(N=C(NN)N(C)C)cc1C,-5.3
O=C1S/C(=C/c2ccccc2Cl)C(=O)N1c1ccccc1,17.9
COc1ccc(-n2nc3ccc(NC(=O)c4ccc(-c5ccccc5)cc4)cc3n2)cc1,-14.7
COc1ccc(CN(C)C[C@@H]2Oc3ccc(NC(=O)CCC(F)(F)F)cc3C(=O)N([C@H](C)CO)C[C@H]2C)cc1,2.8
C=C[C@@]1(C)CCC2=C([C@H]1OC(C)=O)[C@H](OC(C)=O)CC1[C@](C)(C(=O)OC)CC[C@H](OC(C)=O)[C@]21C (stereo partly specified),-9.2
COc1ccc(NC(=O)N(C)C[C@H]2Oc3ccc(NC(=O)CCCN(C)C)cc3C(=O)N([C@@H](C)CO)C[C@@H]2C)cc1,-17.0
CCOC(=O)CSc1nnc(-c2ccccc2)n1-c1cccc(C)c1,?
Cc1noc(C)c1NC(=O)N(C)C[C@@H]1Oc2c(NC(=O)Nc3cccc4ccccc34)cccc2C(=O)N([C@@H](C)CO)C[C@@H]1C,-0.9

# Fetched one by one from the list above (5):
SMILES,ROS inducer
CCCN(CCC)S(=O)(=O)c1ccc(F)c(C(=O)Nc2cc(C)ccc2OC)c1,7.1
CCOC(=O)C1CCN(c2cc(C(F)(F)F)nc3ccc(C)cc23)CC1,69.7
NC(=O)C1CCCN(C(=O)NC2CCCCC2)C1 (stereo unspecified),-8.1
Cc1noc(C)c1S(=O)(=O)Nc1ccc2c(c1)CC(=O)N([C@H](C)CO)C[C@@H](C)[C@@H](CN(C)Cc1ccc3c(c1)OCO3)O2,-14.5
COc1ccc(-n2nc3ccc(NC(=O)c4ccc(-c5ccccc5)cc4)cc3n2)cc1,-14.7

# (list continues)
SMILES,ROS inducer
C[C@H]1CN([C@@H](C)CO)C(=O)Cc2cc(NC(=O)CCC(F)(F)F)ccc2O[C@H]1CN(C)S(C)(=O)=O,15.5
C[C@@H]1CN([C@@H](C)CO)C(=O)c2cccc(NC(=O)c3ccc(-c4nccs4)cc3)c2O[C@@H]1CN(C)C(=O)Nc1ccc(C(F)(F)F)cc1,32.8
C=CCn1c(SCC(=O)c2ccc(CC)cc2)nnc1-c1cccc(OC)c1,-2.8
CC(=O)Oc1ccc2c(=O)c(-c3nc4ccccc4n3C)c(C)oc2c1,17.8
CCOC(=O)c1sc2nc(C)nc(N(C)Cc3ccccc3)c2c1C,8.8
C[C@@H]1CN([C@H](C)CO)C(=O)c2cc(NC(=O)CCN3CCOCC3)ccc2O[C@H]1CN(C)C(=O)Nc1cccc2ccccc12,-5.8
O=C(c1ccc(Cl)cc1)N1CCc2c([nH]c3ccccc23)C1C(F)(F)F (stereo unspecified),-9.7
Cc1ncoc1C(=O)Nc1ccccc1F,-18.1
Cc1noc(C)c1NC(=O)N(C)C[C@@H]1Oc2ccc(NC(=O)Nc3ccc4c(c3)OCO4)cc2CC(=O)N([C@@H](C)CO)C[C@@H]1C,-31.0
O=C(Nc1ccc(F)cc1F)c1cccnc1Sc1cccs1,2.1
O=C(Oc1ccc(Cl)cc1)c1c(-c2ccccc2)nnc2ccccc12,12.3
C[C@H](CO)N1C[C@H](C)[C@H](CN(C)Cc2ccc(C(=O)Nc3ccccc3N)cc2)Oc2ccc(NC(=O)NC3CCCCC3)cc2C1=O,-1.6
CCC1(CC)Cc2ccccc2-c2nc(-c3ccccc3)oc(=O)c21,-3.6
C[C@@H]1CN([C@H](C)CO)C(=O)CCCn2nncc2CO[C@@H]1CN(C)Cc1ccc2cccnc2c1,72.6
COc1ccc(CCNC(=O)CSc2nc3ccccc3nc2N2CCCC2)cc1OC,3.1
Cc1cc(C(=O)Nc2cccc3c2O[C@H](CN(C)C(=O)Nc2cccc4ccccc24)[C@H](C)CN([C@H](C)CO)C3=O)n(C)n1,-6.7
CN1C=C(c2ccccc2)N(c2ccccc2)C1,11.9
O=C(Cn1cnc2c(nnn2Cc2ccc(Cl)cc2)c1=O)NC1CCCCC1,-11.7
C[C@@H]1CN([C@@H](C)CO)C(=O)CCCn2nncc2CO[C@@H]1CN(C)C(=O)Nc1ccc(-c2cccs2)cc1,16.2
Cc1cccc(Cn2c(SCc3ccc(C(=O)NCCN4CCCC4)cc3)nc3ccncc32)c1,9.2
CCN(/C=C/C(=O)c1ccccc1O)CC,-8.8
CCOc1ccccc1NC(=O)c1ccsc1NC(=O)c1ccoc1C,-17.2
C[C@@H]1CN([C@H](C)CO)C(=O)Cc2cc(NC(=O)CCCCCC(=O)Nc3ccccc3N)ccc2O[C@H]1CN(C)S(=O)(=O)c1ccc(F)cc1,4.6
Cc1nc(SCC(=O)c2cccc([N+](=O)[O-])c2)nc2c1CCCC2,21.6
C[C@H]1CN([C@@H](C)CO)C(=O)Cc2cc(NC(=O)CCN3CCOCC3)ccc2O[C@@H]1CN(C)Cc1ccc2c(c1)OCO2,5.5

# New compounds follow.
SMILES,ROS inducer
CNC(=O)N(Cc1cccnc1)Cc1ccccc1Cl,14.5
N#Cc1c(N)[nH]c(=S)c(C(N)=O)c1-c1cccc(Br)c1,-2.3
CC(C)OC(=O)c1cccc(C(=O)OC(C)C)n1,-3.3
C[C@@H]1CN([C@@H](C)CO)C(=O)c2cccc(NS(=O)(=O)c3ccc(F)cc3)c2O[C@@H]1CN(C)Cc1ccc(Cl)c(Cl)c1,28.0
COc1ccc(N(C(C)C(=O)Nc2cccc(Br)c2)S(C)(=O)=O)cc1 (stereo unspecified),-7.8
CC(C)NC(=O)N(C)C[C@@H]1Oc2ccc(NC(=O)c3ccncc3)cc2CC(=O)N([C@H](C)CO)C[C@H]1C,-17.1
C=C(C)C(O)Cc1cc(CCc2cc(O)cc(O)c2)cc(O)c1OC (stereo unspecified),-1.1
C[C@H]1CN([C@@H](C)CO)C(=O)Cc2cc(NS(=O)(=O)c3cccs3)ccc2O[C@H]1CN(C)Cc1ccc(Oc2ccccc2)cc1,15.7
COc1ccc(S(=O)(=O)Nc2ccc3c(c2)CC(=O)N([C@H](C)CO)C[C@@H](C)[C@H](CN(C)S(=O)(=O)c2ccc(C)cc2)O3)cc1,-6.3
C[C@H]1CN([C@@H](C)CO)C(=O)Cc2cc(NC(=O)Cc3ccccc3)ccc2O[C@H]1CN(C)Cc1ccc(C(=O)O)cc1,6.6
O=S(=O)(N[C@@H]1CCCN(Cc2cccc(OCCO)c2)C1)c1ccc2ccccc2c1,10.5
Cc1ccc(N(CC(=O)c2ccccc2)CC(=O)c2ccc(Cl)cc2)cc1,5.3
COc1ccc(CCn2c(C)cc(O)cc2=O)cc1OC,0.3
CC(C)CN=CC1=C(O)CC(C)(C)CC1=O,-10.7
CN(C)/C=C/C(=O)c1sc(SCc2ccc(Cl)cc2)c2c1CC(C)(C)CC2=O,11.8
COc1ccc(S(=O)(=O)Nc2cccc3c2O[C@@H](CN(C)CC2CC2)[C@@H](C)CN([C@@H](C)CO)C3=O)cc1,-1.5
C[C@@H]1CN([C@H](C)CO)C(=O)c2cc(NC(=O)CCC(F)(F)F)ccc2O[C@H]1CN(C)Cc1ccncc1,-14.5
Cc1noc(C)c1S(=O)(=O)Nc1ccc2c(c1)C(=O)N([C@@H](C)CO)C[C@H](C)[C@@H](CN(C)Cc1ccncc1)O2,-8.5
C=C(C)C(=O)O[C@@H]1C2=C(C)C(=O)OC2(O)CC23OC2CC[C@H](C)[C@@]13C (stereo partly specified),5.9
C[C@H]1CN([C@@H](C)CO)C(=O)c2cc(NC(=O)Nc3cccc4ccccc34)ccc2O[C@@H]1CN(C)C(=O)Nc1ccc(F)cc1,-3.1
O=C(O)c1cc(N=Cc2ccccc2O)ccc1O,-6.1
Cc1nn(C)c(-c2n[nH]c(=S)n2-c2ccc(CC(=O)O)cc2)c1Br,4.8
Cc1cc(C)c2nc(-c3ccc(F)cc3)cc(C(=O)NCc3ccco3)c2c1,-24.4
CC(C)NC(=O)Nc1ccc2c(c1)C(=O)N([C@@H](C)CO)C[C@@H](C)[C@H](CN(C)Cc1ccc3c(c1)OCO3)O2,10.9
C[C@H](CO)N1C[C@H](C)[C@@H](CN(C)Cc2ccc(C(=O)Nc3ccccc3N)cc2)Oc2c(NC(=O)C3CC3)cccc2C1=O,101.2*
NS(=O)(=O)c1ccc(CCNC2=CC(=O)OC23CCCCC3)cc1,-9.0

# An excerpt. The share of hits here may be higher or lower than overall.
